Peg3 prom inh: reduces Peg3 promoter-driven luciferase expression in HeLa; HeLa PEG-Prom luciferase reporter, luminescence, overnight; inhibition, % at 20 µM; 360,000 tested, 1.7% active;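 active means inhibition of at least 50% at 20 µM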
Vif imaging: HIV Vif inhibition | inhibition, % at 7.49 µM | AID 602346 | HEK293T cells, Vif self-association by quenched fluorescence, imaging, 24 h | 340,000 tested, 0.35% active; in the data active means inhibition above about 50%, passing the limit was not always enough; further: some results filed as inactive read as strong as hits
CaV13 FRET inh: Primary screen for inhibitors of IQ motif and Ca2+-dependent inactivation inhibitor domain binding in CACNA1D, Förster resonance energy transfer in living cells, …; 340,000 tested, 0.098% active; inhibition, % at 12.3 µM; HEK cells, CFP/YFP FRET ICDI-IQ, plate reader, 10 min; percent FRET-ratio fall versus neutral wells; AID 743397;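 active means mean replicate inhibition of at least 30% and at least 1% of replicates passing that level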;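 further: 0% = median of the neutral control wells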
NR2E3 ag-1: agonists of human nuclear receptor NR2E3; Q9Y5X4; AID 2300; inhibition of corepressor binding, % at 4.78 µM; GST-NR2E3/biotin-RetCOR TR-FRET, 1536-well; 320,000 tested, 0.12% active;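 active means percent inhibition above the cutoff of mean plus 3 SD of all tested compounds, set per screening campaign, cut at about 20% in these data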;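 further: 0% = DMSO wells and 100% = biotin wells as full block of FRET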
Target sequence (Q9Y5X4 whole entry, looked up): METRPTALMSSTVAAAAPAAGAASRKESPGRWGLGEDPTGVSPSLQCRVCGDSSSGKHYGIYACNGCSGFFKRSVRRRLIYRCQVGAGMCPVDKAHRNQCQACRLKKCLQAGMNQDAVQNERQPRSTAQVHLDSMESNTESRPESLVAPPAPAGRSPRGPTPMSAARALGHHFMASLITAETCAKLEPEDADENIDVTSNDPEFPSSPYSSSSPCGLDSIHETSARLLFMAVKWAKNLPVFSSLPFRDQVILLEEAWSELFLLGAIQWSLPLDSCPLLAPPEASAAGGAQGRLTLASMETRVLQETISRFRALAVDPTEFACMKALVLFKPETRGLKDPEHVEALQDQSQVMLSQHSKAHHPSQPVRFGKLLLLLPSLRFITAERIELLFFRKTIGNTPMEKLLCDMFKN
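Assay system: NR2E3–RetCOR corepressor complex. Quantity: 1.35 nM GST-NR2E3. Buffer or medium: pH 7.5 Tris-based buffer. Reagent: biotinylated RetCOR corepressor at 7 nM final. Schedule: 5 h at 4 °C. Detection: TR-FRET, emission read at 617 and 671 nm. Replicates: one well per compound, singlicate testing.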
HIF-2a block: blocks HIF-2a reporter activity. 786-0 RCC cells HIF-2a reporter, luciferase luminescence, overnight. inhibition, % at 18.8 µM. 360,000 tested, 0.72% active. AID 624352;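 active means inhibition of the luminescence signal of 40% or more relative to plate controls, in a single-dose primary screen at 18.75 µM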
CF NFkB inh: cystic fibrosis NF-kB activation inhibition | KKLEB NF-kB-GFP reporter, PAF-induced, GFP fluorescence overnight | inhibition, % at 5 µM | 360,000 tested, 0.86% active;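 active means at least 50% inhibition at 5 µM, scaled per plate between neutral and stimulator controls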;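 further: PAF is a Pseudomonas aeruginosa culture filtrate used as stimulus; plate controls were PAF-stimulated DMSO wells for no effect and unstimulated DMSO wells for full effect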
NR2E3 ag-2: agonists of human NR2E3 nuclear receptor | Q9Y5X4 | CHO-S Gal4-NCOR/VP16-NR2E3 two-hybrid, luciferase | inhibition of corepressor binding, % at 3.98 µM | 360,000 tested, 0.35% active | AID 602229;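 active means inhibition above the mean of all tested compounds plus 3 SD, cut at about 70% in these data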;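 further: 0% = DMSO with NR2E3 transfected cells and 100% = cells lacking NR2E3 construct; higher means lower luciferase signal from less NR2E3 corepressor binding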
KKLEB cytotox: reduces viability of KKLEB cystic fibrosis airway cells. KKLEB CF airway cells viability, ATPlite luminescence, overnight; hits give low values; cells stimulated with P. aeruginosa culture filtrate. activity change (cytotoxicity), % at 5 µM. 360,000 tested, 0.36% active;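 active means corrected activity change at or below -50% at 5 µM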
Shn3 inh set2: inhibitors of Schnurri-3 3'UTR reporter in osteoblasts; Clone20 osteoblast Shn3 3'UTR firefly luciferase, 24 h; inhibition, % at 12.5 µM; 360,000 tested, 0.52% active;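 active means mean inhibition of at least 75% with every replicate also reaching 75%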;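 further: 0% = median of neutral control wells and 100% = pilot-screen positive control compound; some compounds past the cut are filed as inactive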
PDI inh: inhibitors of human protein disulfide isomerase | PDI insulin aggregation turbidity, A650, 90 min | inhibition, % at 10 µM | 350,000 tested, 0.052% active | AID 588391;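 active means mean inhibition across replicates of 30% or more, whatever share of single replicates reach that level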;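 further: absorbance from insulin aggregation driven by PDI reduction with DTT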
Target sequence (P07237 whole entry, looked up): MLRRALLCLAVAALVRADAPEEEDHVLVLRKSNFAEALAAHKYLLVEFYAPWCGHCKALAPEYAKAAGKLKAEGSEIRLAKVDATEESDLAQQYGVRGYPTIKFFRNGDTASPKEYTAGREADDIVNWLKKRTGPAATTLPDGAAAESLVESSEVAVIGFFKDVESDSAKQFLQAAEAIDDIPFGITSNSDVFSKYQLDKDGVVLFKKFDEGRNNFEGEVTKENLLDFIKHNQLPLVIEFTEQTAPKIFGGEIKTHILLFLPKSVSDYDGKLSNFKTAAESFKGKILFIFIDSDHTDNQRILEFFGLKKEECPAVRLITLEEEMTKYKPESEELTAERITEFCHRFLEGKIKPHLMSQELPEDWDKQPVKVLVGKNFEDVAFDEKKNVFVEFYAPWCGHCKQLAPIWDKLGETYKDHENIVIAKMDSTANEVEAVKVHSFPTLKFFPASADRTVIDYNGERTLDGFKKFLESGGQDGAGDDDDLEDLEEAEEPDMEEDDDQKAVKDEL
TRPM1 prom inh: MITF TRPM1 promoter inhibition in SK-MEL-5 cells; SK-MEL-5 TRPM1 promoter luciferase, 24 h; inhibition, % at 12.5 µM; 330,000 tested, 0.83% active; AID 488899;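 active means mean inhibition across replicates of 60% or more, whatever share of single replicates reaches that level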; further: values of inactives mirror those of a sister screen read the other way
* = called active by the depositor; . = no result given.

SMILES	Peg3 prom inh	Vif imaging	CaV13 FRET inh	NR2E3 ag-1	HIF-2a block	CF NFkB inh	NR2E3 ag-2	KKLEB cytotox	Shn3 inh set2	PDI inh	TRPM1 prom inh
COc1cc(OC)c(CN2CCC(Cc3ccccc3)CC2)cc1Br	-4	32	1	1	19	15	-7	-13	-7	6	-8
COc1ccc(-c2nc(CS(=O)CC(=O)NCCCN3CCOCC3)c(C)o2)cc1OC (configuration not stated)	-5	0	-11	-2	2	-18	2	20	-1	-7	-3
O=C1C(Cc2ccccc2O)NC(=S)N1c1ccccc1 (configuration not stated)	12	-3	-16	0	-3	0	-10	-3	-3	4	-1
O=C(Cn1nnc(-c2ccncc2)n1)Nc1ccc2c(c1)CCC2	-6	-4	-5	0	12	24	-13	-5	-12	-1	8
O=C(NCCc1ccccc1)C1CC(=O)N(CCc2ccccc2)C1 (configuration not stated)	-8	8	-2	-1	7	-3	7	16	-17	5	6
COC(=O)[C@H](C)NC(=O)Nc1ccc(Oc2ccccc2)cc1	-18	9	.	3	-14	3	16	5	-8	-3	3
Cc1c(NC(=O)/C=C/c2cn(-c3ccccc3)nc2-c2ccc(F)cc2)c(=O)n(-c2ccccc2)n1C	-2	-3	-8	2	-65	-13	27	-6	-8	-2	-6
O=C(CCNC(=O)c1ccc(Br)cc1)NC1CCCc2ccccc21 (configuration not stated)	7	-2	-15	1	-7	-15	25	14	65	-8	9
Cc1c(Br)cc(C(=O)NC2CCCCC2)c(C)c1C	-15	5	-5	6	3	-6	6	10	7	-3	-10
Cc1cc(C)cc(C(=O)NC(=S)Nc2ccc3c(c2)OCCO3)c1	-289	-1	-5	-2	-203	-5	-33	17	-16	3	-64
CCc1ccccc1NCc1cc(=O)oc2cc(C)ccc12	17	-12	-7	-2	0	-6	-29	4	66	0	-4
CN(CC(=O)Nc1ccccc1Cl)CC(=O)Nc1cccc2ccccc12	18	-4	-4	.	7	7	-12	2	-1	-2	.
COc1ccc(-c2noc(CCC(=O)Nc3ccc4c(c3)OCCO4)n2)cc1	-66	-3	0	2	-124	-3	-18	-6	13	-3	-10
COc1ccc(CC(=O)Nc2nnc(C(C)C)s2)cc1OC	9	-4	5	1	4	7	12	1	-4	2	10
CCOC(=O)CCCCCC(=O)Nc1ccc2c(c1)C(=O)N([C@H](C)CO)C[C@H](C)[C@@H](CN(C)C(=O)Nc1ccccc1)OCCCC[C@@H](C)O2	-3	.	-5	.	-3	18	6	-3	-7	3	.
CCOC(=O)c1c(C#N)cnn1-c1ccc(C)cc1	17	.	0	4	9	-12	-4	3	0	-1	-9
CCc1ccc(S(=O)(=O)N2CCN(c3ccccc3OC)CC2)cc1	6	-4	-18	3	19	6	-35	-1	19	4	-6
COc1ccc(C2=NOC(Cn3c(Cc4ccc(Cl)cc4)nc4c3c(=O)n(C)c(=O)n4C)C2)cc1 (configuration not stated)	21	21	.	-1	-4	-20	-1	1	28	2	-2
CCN(CC)S(=O)(=O)c1ccc(NC(=O)C2c3ccccc3Oc3ccccc32)cc1	19	3	-3	0	12	7	-10	6	40	-5	-5
CCOC(=O)C1=C(COC(=O)/C=C/c2ccc(O)c(OC)c2)NC(=O)NC1C (configuration not stated)	28	-2	-2	-1	15	33	-12	-13	-16	18	-2
CCNC(=O)N(C)c1c(CC)nc2ccc(C(=O)Nc3cccc(OCC(=O)N(C)C)c3)cn12	7	22	-7	.	6	-2	-28	0	-3	12	.
Cc1cccc(-n2c(SCC(=O)O)nc3sc4c(c3c2=O)CCC4)c1	12	5	-1	2	14	15	-2	-8	6	17	14
CN(C)c1ccc(C=NC(CO)C(O)c2ccc([N+](=O)[O-])cc2)cc1 (configuration not stated)	3	5	-14	2	19	-24	-8	8	5	3	-1
C/C(=N/Nc1ccc(C(=O)O)cc1)c1ccc2c(c1)Nc1ccccc1S2	-141	-15	-4	.	-143	-24	-70	-1	-19	-5	-37
COC(=O)/C=C/c1ccc(OC(=O)c2ccncc2)cc1	-23	11	-4	4	-13	-3	-34	-2	-74	2	12
Cc1ccnc(N=Cc2nc(-c3ccccc3Br)oc2O)c1	-117	1	-5	3	-149	4	-56	-12	-64	-3	-72
CCN(CC(=O)Nc1ccc(NC(C)=O)cc1)C(=O)c1cc(-c2ccccc2Cl)nc2ccccc12	43	-2	-4	.	7	18	-20	-14	11	-3	.
CCOC(=O)N1CCC(NC(=O)c2cc3c(-c4ccccc4F)nn(C)c3s2)CC1	16	-4	-3	3	-6	22	-4	-23	44	.	23
O=C(O)c1cc(S(=O)(=O)Nc2cccc(S(=O)(=O)N3CCCC3)c2)ccc1Cl	8	15	-5	.	9	-12	-6	14	-4	12	7
CCOCc1c(C(=O)Nc2ccc(OC)nc2)oc2ccccc12	-20	6	-5	3	-44	2	-16	1	-32	-7	2
COC(=O)CC1Sc2ccccc2NC1=O (configuration not stated)	-13	3	-5	0	10	-19	9	15	1	-3	1
COCCCNC(NC(=O)c1ccc(C)cc1)C(Cl)(Cl)Cl (configuration not stated)	-4	-1	.	-1	14	-3	-7	-13	15	-43	12
O=C(c1ccc(Cn2cc([N+](=O)[O-])cn2)o1)N1CCCC1	6	4	.	.	12	0	-19	5	-7	-7	8
Cc1cc(NC(=O)c2sc(Nc3ccc(F)cc3)nc2N)no1	-94	2	-20	-4	-146	5	-29	5	-27	-4	-35
CC1=NNC(=O)C1CCC(=O)N/N=C\c1ccccc1[N+](=O)[O-] (configuration not stated)	-13	-6	-9	1	-14	6	5	-4	-5	21	3
CC1CCCCN1CCCNC(=O)c1nn(C)c2c1CSc1ccccc1-2 (configuration not stated)	-6	3	-16	3	-16	2	-50	15	7	7	-9
CN(C)C(=O)CSc1nnc(-c2cc(-c3cccs3)nc3ccccc23)o1	39	-12	.	4	-22	-74	-8	-13	-10	20	-10
CC(C)(C)c1cc(NC(=O)Nc2ccccc2OC(F)(F)F)no1	7	4	-4	-2	-27	21	0	-4	0	-12	-5
CCN(Cc1cnn(C)c1)C(=O)c1ccc(OC2CCN(S(=O)(=O)N(C)C)CC2)cc1	13	-4	2	6	9	10	-18	-3	9	-1	6
CC(O)CN1CC(O)=C(c2nc3ccccc3s2)C1=N (configuration not stated)	-5	-10	-4	6	-49	2	-42	-2	-15	2	-16
CC(=O)c1cc(C)ccc1OC(=O)c1cccc2nc(C)oc12	13	28	.	4	15	-5	11	-4	-3	2	-1
COc1ccccc1NC(=O)CSCc1cc(=O)n2ccsc2n1	-9	2	-2	-1	-1	9	-5	-10	-18	8	-1
CCS(=O)(=O)N1Cc2ccccc2CC1C(=O)Nc1nnc(SCc2c(Cl)cccc2Cl)s1 (configuration not stated)	-2	-4	-6	7	-4	16	-27	-1	-2	2	1
Cc1nc2sc(C(c3cccc(F)c3)N3CCN(C(=O)c4ccco4)CC3)c(O)n2n1 (configuration not stated)	15	1	-4	-3	17	-6	1	-3	-15	6	-13
CC(=O)Nc1ccc(-c2ccnc3c2CC(C)(C(=O)NCc2cccc(Cl)c2)O3)cc1 (configuration not stated)	27	2	-5	.	19	-63	-9	-9	-26	-4	.
Cn1c(=O)c2c(-c3ccccc3)n(C3CCCCC3)cc2n(C)c1=O	21	5	-5	4	0	33	-23	-12	10	7	-4
CCCCOCCCn1c(-c2ccco2)nc2nc3ccccc3nc21	6	-9	.	0	-37	-10	-11	-15	-6	2	1
CCCCOc1ccc(C(=O)N2CCNC(=O)C2CC(=O)OC(C)C)cc1 (configuration not stated)	7	-2	-5	3	8	11	-13	-6	1	1	-6
COc1ccc(C(=O)NCc2n[nH]c(=S)n2-c2ccccc2)cc1OC	3	0	-5	2	-1	-5	2	-11	21	-4	-6
CCc1nc2c(OCC(=O)c3ccc(F)cc3)cccn2c1N(C)C(=O)COc1ccccc1	-6	1	-7	.	-14	-49	14	14	-9	-2	.

(next part)
SMILES	Peg3 prom inh	Vif imaging	CaV13 FRET inh	NR2E3 ag-1	HIF-2a block	CF NFkB inh	NR2E3 ag-2	KKLEB cytotox	Shn3 inh set2	PDI inh	TRPM1 prom inh
Cc1ccc(/C=N/n2cnc3sc4c(c3c2=O)CCCC4)o1	-23	2	-5	1	-161	10	7	-1	-12	-8	-14
CC(=O)Nn1c(COc2ccccc2C)nc2ccccc2c1=O	-4	-4	-4	0	3	-8	-12	-1	0	-3	4
Oc1c(N=NC(=S)Nc2ccccc2F)c2ccccc2n1Cc1cccc(Cl)c1	20	-2	-7	-5	18	10	-13	0	43	-1	16
CC(C)(C)c1ccccc1NC(=O)NC1CCN(Cc2c(F)cccc2Cl)CC1	-6	.	-20	2	0	10	1	-6	25	0	-9
Nc1ncnc2c1ncn2[C@@H]1O[C@H](CNCc2cccc(C#Cc3ccccc3)c2)[C@@H](O)[C@H]1O	-11	.	-6	.	-9	16	-21	-1	3	1	9
Cc1nn(-c2ccccc2)c(C)c1NC(=O)COc1ccc(C#N)cc1	24	-6	-19	0	13	-11	14	10	-2	4	4
NC(=O)CSc1nnc(NC(=O)C2CC(=O)N(c3ccc(F)cc3)C2)s1 (configuration not stated)	3	-5	-3	4	1	-12	-19	13	-29	0	7
O=C(NNC(=O)C1CCN(c2ncccn2)CC1)c1ccccc1	11	7	4	1	14	2	6	0	14	-14	-11
Cc1cc(C)nc(NNC(=O)NC2CCCCC2)n1	9	4	-5	2	18	-7	-8	5	10	-2	-4
CC1CC(C)CN(S(=O)(=O)c2ccc(C(=O)N(C)Cc3ccccc3)cc2)C1 (configuration not stated)	15	0	-6	.	0	8	-5	2	11	-5	10
O=C(CCNC(=O)c1ccc(Cl)cc1)NCCC1=CCCCC1	-258	-12	-4	2	-202	-6	-74	18	-89	2	-78
O=C(OCC1OC(n2cnc3c(N(C(=O)c4ccccc4)C(=O)c4ccccc4)ncnc32)C(O)C1F)c1ccccc1 (configuration not stated)	25	7	-7	0	-84	10	1	16	17	1	-16
Cc1cccc(C=CC(=O)c2ccc(Cl)cc2)c1	1	8	-11	.	-102	-8	-37	-8	-27	-1	-38
COc1cnc(-c2cccc(C(F)(F)F)c2)nc1OC	-26	-1	7	0	0	9	-33	-5	-6	5	-1

Only TRPM1 prom inh, NR2E3 ag-1 and Peg3 prom inh (three entries from above):
mol | TRPM1 prom inh | NR2E3 ag-1 | Peg3 prom inh
COc1cnc(-c2cccc(C(F)(F)F)c2)nc1OC | -1 | 0 | -26
O=C(CCNC(=O)c1ccc(Cl)cc1)NCCC1=CCCCC1 | -78 | 2 | -258
O=C(OCC1OC(n2cnc3c(N(C(=O)c4ccccc4)C(=O)c4ccccc4)ncnc32)C(O)C1F)c1ccccc1 (configuration not stated) | -16 | 0 | 25
